dFosB activator = enhances mouse delta FosB homodimer DNA binding | P13346 | purified delta FosB, TAMRA-CDK5 oligo fluorescence polarization; percent of positive-control signal above neutral wells | activation, % at 25 µM | 340,000 compounds, 0.99% hits | AID 493131;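 active means mean activation above about 17%, with every replicate also reaching it, limit read from the data, passing the limit was not always enough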;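 further: fluorescence polarization rise as delta FosB binds a TAMRA Cdk5 AP-1 oligo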
Target sequence (P13346 whole entry, looked up): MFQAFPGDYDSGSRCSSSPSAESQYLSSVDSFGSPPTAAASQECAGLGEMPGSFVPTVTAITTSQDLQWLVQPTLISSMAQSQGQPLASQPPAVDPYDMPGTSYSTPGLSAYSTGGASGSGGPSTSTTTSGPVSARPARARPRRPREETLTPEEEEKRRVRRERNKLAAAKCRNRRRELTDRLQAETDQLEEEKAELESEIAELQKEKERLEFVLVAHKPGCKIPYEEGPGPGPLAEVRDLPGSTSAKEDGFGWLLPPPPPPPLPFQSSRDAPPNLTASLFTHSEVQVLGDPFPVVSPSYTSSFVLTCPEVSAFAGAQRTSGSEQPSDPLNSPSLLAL
SR-BI DiI-HDL act = enhances SR-BI lipid uptake from DiI-HDL; CHO ldlA[mSR-BI] cells, DiI-HDL uptake fluorescence, 3 h; 100 = double the neutral-control signal; activation, % at 12.5 µM; 320,000 compounds, 0.096% hits; AID 504775;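 active means mean replicate activation of at least 60% and every replicate at or above 60%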;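 further: 0% = median plate neutral-control signal and 100% = twice that signal; values of inactives mirror those of a sister screen read the other way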
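Material – SR-BI-overexpressing, LDLR-lacking CHO cells · Medium – BSA-supplemented, HEPES-buffered Ham's F12, pH 7.4 · Doses – single concentration · Times – compound with DiI-HDL co-incubation, 3 h at 37 °C · Measured by – bottom-read fluorescence, 550/595 nm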
CDK5 p35 inh = inhibitors of human CDK5/p35 kinase; Recombinant CDK5/p35, ADP-Glo luminescence, 60 min; 330,000 compounds, 0.01% hits; inhibition, % at 10 µM; Q00535+Q15078; AID 488839;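 active means highest replicate inhibition of at least 50% and at least 75% of replicates reaching 50%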;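 further: plate controls were DMSO neutral control for no effect and GW8510 at 10 µM for full effect; many of its hits are not listed in these tables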
Target sequence (Q00535 whole entry, looked up): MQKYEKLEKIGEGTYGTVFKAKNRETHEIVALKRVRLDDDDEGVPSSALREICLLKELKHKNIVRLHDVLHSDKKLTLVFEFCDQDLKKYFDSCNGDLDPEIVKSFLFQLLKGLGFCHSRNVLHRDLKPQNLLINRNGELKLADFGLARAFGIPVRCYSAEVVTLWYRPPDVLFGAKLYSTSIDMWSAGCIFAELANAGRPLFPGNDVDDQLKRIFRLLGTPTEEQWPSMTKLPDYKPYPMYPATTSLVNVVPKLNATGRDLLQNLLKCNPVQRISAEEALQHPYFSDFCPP
Target sequence (Q15078 whole entry, looked up): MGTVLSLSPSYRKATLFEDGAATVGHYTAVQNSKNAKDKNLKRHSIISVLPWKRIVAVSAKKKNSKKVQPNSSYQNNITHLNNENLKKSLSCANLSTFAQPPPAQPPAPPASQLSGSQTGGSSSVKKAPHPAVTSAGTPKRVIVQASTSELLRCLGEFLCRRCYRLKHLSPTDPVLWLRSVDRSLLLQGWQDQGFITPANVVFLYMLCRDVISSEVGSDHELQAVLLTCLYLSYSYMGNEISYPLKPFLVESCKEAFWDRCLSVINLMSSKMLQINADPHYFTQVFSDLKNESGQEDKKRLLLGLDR
MITF act = activators of MITF-driven TRPM1 promoter activity in SK-MEL-5 cells. SK-MEL-5 TRPM1-promoter luciferase, 24 h; % of positive control, neutral wells = 0. activation, % at 12.5 µM. 300,000 compounds, 0.75% hits;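 active means mean activation of at least 80% with every replicate also reaching 80%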;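 further: 0% = neutral control wells and 100% = parthenolide positive control wells; values of inactives mirror those of a sister screen read the other way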
SR-BI DiI inh = blocks mouse SR-BI lipid uptake from DiI-HDL; ldlA[mSR-BI] CHO cells, DiI-HDL uptake fluorescence, 3 h; inhibition, % at 12.5 µM; 320,000 compounds, 0.96% hits;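 active means mean replicate inhibition of at least 70% and a set share of replicates each scoring 70 or more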;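 further: 0% = median of neutral control wells and 100% = median of positive control wells; values of inactives mirror those of a sister screen read the other way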
PvdQ inh = blocks Pseudomonas aeruginosa PvdQ acylase activity; purified PvdQ acylase, fluorescence plate reader; inhibition, % at 10 µM; 340,000 compounds, 0.063% hits; AID 488965; in the data active means inhibition above about 30%, passing the limit was not always enough;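 further: 0% = vehicle neutral wells and 100% = reference inhibitor wells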
RTF Ca sens act = increases calcium sensitivity of human cardiac regulated thin filaments | P19429+P45379 | IANBD-labeled TnC RTF fluorescence at EC20 calcium; 0% EC20 calcium, 100% full calcium | activation, % at 7.2 µM | 340,000 compounds, 0.24% hits | AID 493008;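 active means activation above the mean over all tested compounds plus 3 SD, cut at about 30% in these data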;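 further: rise in fluorescence read as greater calcium sensitivity of cardiac thin filaments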
Wnt act = activators of Wnt/beta-catenin signaling | Wnt/beta-catenin reporter cell assay, activator, plate reader | activation, % at 9.35 µM | 300,000 compounds, 1.2% hits; in the data active means activation above about 30%, passing the limit was not always enough;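 further: 0% = neutral control wells and 100% = positive control wells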
Rtt109 HAT inh = inhibitors of Candida albicans Rtt109/Vps75 histone acetyltransferase; inhibition, % at 34.9 µM; Q5AAJ8; AID 540336; purified Rtt109/Vps75, ThioGlo CoA-SH fluorescence, 4 h; 330,000 compounds, 0.16% hits;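 active means inhibition of at least 50% in every replicate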
HTR5A ag = activates human HTR5A in OPRM1-OPRD1 agonist counter-screen; activation, % at 9.3 µM; 340,000 compounds, 0.61% hits; HTR5A agonist assay, luminescence, cell-based; AID 504692; in the data active means activation mostly above about 9.5%, no sharp cut-off; inactive means mostly below about 7.6%;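 further: 0% = cells with vehicle only and 100% = reference agonist; strong numbers were not always called active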
* hit, by the source's call; x = no result given.

SMILES | dFosB activator | SR-BI DiI-HDL act | CDK5 p35 inh | MITF act | SR-BI DiI inh | PvdQ inh | RTF Ca sens act | Wnt act | Rtt109 HAT inh | HTR5A ag
Cc1ccc2cc(/C=N/NC(=O)[C@H](C)NC(=O)OC(C)(C)C)c(Cl)nc2c1 | 3 | 19 | 0.2 | 0 | -19 | 3 | 0 | x | -1 | -2
CC1(C(=O)NCCc2c[nH]c3ccccc23)C=CCN1C(=O)c1ccccc1 (stereo not given) | 0 | 12 | 1.0 | 11 | -12 | -2 | -5 | 4 | -7 | -2
O=C(Nc1cccc(S(=O)(=O)c2cccc(NC(=O)C3CC3)c2)c1)C1CC1 | -14 | 1 | -2.1 | -15 | -1 | -10 | -1 | 0 | 8 | 5
CCCNC(=O)c1ccc2c(=O)c(O)c(-c3ccc(C)cc3)[nH]c2c1 | -2 | -39 | -0.5 | -40 | 39 | -11 | -5 | -3 | -4 | -4
O=C(Cn1c(=O)oc2ccccc21)NCC1COc2ccccc2O1 (stereo not given) | 8 | 6 | -0.2 | 1 | -6 | -2 | 1 | 0 | -1 | 2
COc1ccc(S(=O)(=O)NCC(c2cccs2)N2CCc3ccccc3C2)cc1 (stereo not given) | -7 | -5 | -0.5 | 10 | 5 | -18 | -5 | 1 | 13 | 2
COCCNc1oc(-c2ccco2)nc1S(=O)(=O)c1ccccc1 | 7 | -9 | -2.8 | -19 | 9 | 3 | 5 | x | -5 | 2
Cc1ccc(CSc2nc3ncccc3[nH]2)cc1 | -2 | 15 | -1.0 | 38 | -15 | -5 | 3 | x | -1 | -1
CCCCn1c(SCc2cccnc2)nc2c1c(=O)n(C)c(=O)n2C | -7 | -2 | 0.8 | -6 | 2 | -12 | 0 | x | 8 | 2
CCN(CC)C(=O)CN(c1ccc(Cl)cc1)S(=O)(=O)c1ccccc1 | -10 | 40 | -2.2 | 0 | -40 | 3 | -2 | -2 | 13 | 2
O=C(COC(=O)CCc1ccc(S(=O)(=O)N2CCCCC2)cc1)Nc1cccc2ccccc12 | -8 | -3 | -1.0 | -12 | 3 | -9 | 2 | -4 | -1 | -1
CCC(c1ccc(O)c(O)c1)C(CC)c1ccc(O)c(O)c1 (stereo not given) | -9 | 7 | 6.4 | -5 | -7 | 1 | -5 | x | -1 | 1
Cc1ccccc1-n1c(=O)c2ccccc2n2cnnc12 | -3 | 29 | 0.1 | x | -29 | -11 | 5 | x | x | -1
Cc1ccc2nc(N3CCOCC3)c(C=O)cc2c1 | -9 | 23 | 0.7 | 10 | -23 | -16 | 0 | 0 | -1 | -3
CCOC(=O)C1(CCOc2ccccc2)CCN(S(=O)(=O)N(C)C)CC1 | 1 | 2 | 1.0 | 7 | -2 | -13 | -2 | -1 | -3 | 4
Fc1ccccc1N1CCN(Cc2nc(-c3ccccc3)no2)CC1 | -6 | 23 | 1.6 | 2 | -23 | -13 | -3 | 0 | -12 | 2
COC(=O)c1sc2ccccc2c1-n1cccc1C(=O)C(=O)Nc1ccc(Cl)cc1 | -13 | -41 | 1.1 | -11 | 41 | 9 | -3 | x | -2 | 0
CCN(CC(=O)Nc1cc(C)on1)CC(=O)Nc1ccccc1C(F)(F)F | -7 | -2 | 0.4 | 10 | 2 | 4 | -6 | -5 | 13 | 2
COc1ccc(C(CNC(=O)Nc2ccccc2)N2CCN(C)CC2)cc1 (stereo not given) | 2 | -5 | 0.8 | 6 | 5 | -11 | -3 | 1 | 3 | -1
CC(C)c1ccc(NC(=O)CSc2n[nH]c(=O)n2C2CC2)cc1 | -3 | 13 | -0.4 | 4 | -13 | -8 | -4 | -1 | -5 | -7
CCOC(=O)C1=C(CSCC(=O)OC)NC(=O)NC1c1cc(C)ccc1C (stereo not given) | -4 | 16 | -1.2 | -4 | -16 | -13 | 3 | x | -3 | -3
COc1cc(C(=O)OC(C)C(=O)NC(=O)NC2CCCCC2)ccc1OC(F)F (stereo not given) | -12 | 24 | -1.2 | -2 | -24 | 1 | -4 | 0 | 11 | 0
Cc1ccccc1CCNC(=O)C1CCC(=O)N(C2CCCCCC2)C1 (stereo not given) | -1 | -15 | 0.5 | 0 | 15 | -9 | 0 | 0 | 2 | 7
COCCC(=O)N1CCC(Oc2ccc(C(=O)N3CCCC(OC)C3)cc2)CC1 (stereo not given) | -5 | 7 | -0.7 | -4 | -7 | 0 | -4 | -1 | 3 | -4
O=C(Nc1ccc(S(=O)(=O)N2CCOCC2)cc1)c1cc(-c2ccccc2O)n[nH]1 | -5 | x | -2.9 | 5 | x | -6 | -7 | 4 | 1 | 3
CC(=O)c1c(C)[nH]c(C(=O)COC(=O)CN(C)S(=O)(=O)c2ccc(Cl)cc2)c1C | -7 | -7 | -1.2 | 6 | 7 | -1 | -2 | x | 1 | -3
CC(C)Cn1c(N)c(C(=O)COC(=O)c2nccnc2N)c(=O)n(C)c1=O | -4 | -3 | -0.6 | 2 | 3 | 0 | -5 | 0 | -9 | 5
O=C(NC(Cc1ccccc1)C(=O)N1CCN(c2ccccn2)CC1)c1ccco1 (stereo not given) | -9 | -20 | 0.6 | x | 20 | -4 | 1 | x | -7 | 3
COc1cc(-c2noc(C)c2C(=O)NCCCN2CCCC2=O)cc(OC)c1OC | 4 | 17 | -0.3 | -2 | -17 | 5 | -5 | 0 | -8 | 4
Cc1n[nH]c(C)c1Sc1ccccc1[N+](=O)[O-] | 2 | 6 | -0.6 | -2 | -6 | -5 | 3 | -1 | 6 | -1
CCCCc1nnc(SCCSc2nnc(CCCC)n2N)n1N | 1 | -5 | 1.8 | -11 | 5 | -6 | -5 | x | -8 | 0
COc1ccc(CNC(=O)CN2C(=O)c3ccc([N+](=O)[O-])cc3C2=O)cc1 | 7 | 10 | 0.8 | 10 | -10 | -2 | -4 | -2 | 1 | 2
O=C(O)c1cc(N/N=C/c2cccc3ccccc23)ccc1Cl | -5 | x | -2.8 | 100* | x | -8 | -3 | 27 | 11 | -1
CC(C)CC(=O)NC(NC(=S)Nc1ccccc1)C(Cl)(Cl)Cl (stereo not given) | -2 | -6 | 0.9 | 9 | 6 | 11 | -5 | 0 | 4 | 4
COC(=O)CCC(=O)N1CCOCCOCCN(C(=O)CCC(=O)OC)CCOCCOCC1 | 2 | 2 | 0.9 | -4 | -2 | -7 | 5 | -3 | 2 | 9
CCOc1ccc(C(=O)NN2CCOCC2)cc1 | -2 | 25 | -1.3 | -9 | -25 | 3 | -4 | 0 | 18 | 10
CCOC(=O)C1=C(CC)OC(N)=C(C#N)C1c1ccc(OC)c(OC)c1OC (stereo not given) | -8 | 2 | 0.7 | -14 | -2 | -11 | 14 | 1 | -1 | -1
CN(Cc1ccccc1)C(=O)C1CCCN1S(=O)(=O)c1ccc2c(c1)n(C)c(=O)c(=O)n2C (stereo not given) | -4 | x | 1.3 | -9 | x | -9 | -1 | 4 | -2 | 0
CCCCN(C(=O)CSCC(=O)Nc1ccc(OC)cc1)c1c(N)n(CC(C)C)c(=O)[nH]c1=O | -10 | -3 | 0.5 | -2 | 3 | 1 | -14 | 4 | 30 | 2
CC[C@H](C)Cc1cn([C@@H](CCCN=C(NC(=O)OC(C)(C)C)NC(=O)OC(C)(C)C)C(=O)NCCCCCCCCCCC(=O)N2CCN(C(=O)OC(C)(C)C)CC2)nn1 | 33* | -14 | -0.4 | -21 | 14 | -14 | 1 | x | 0 | 2
O=C(COC(=O)/C=C/c1cccc(C(F)(F)F)c1)NC(=O)NC1CCCC1 | -7 | 17 | -0.7 | -10 | -17 | -8 | -16 | -1 | -2 | 2
COc1cccc(C2=NOC(C(=O)NCCN3CCOCC3)C2)c1 (stereo not given) | -4 | 33 | 0.7 | -10 | -33 | -2 | -3 | x | -3 | 2
OCC1(Cc2cccc(Cl)c2)CCCN(Cc2ccc3cc(F)ccc3n2)C1 (stereo not given) | -10 | -7 | -1.5 | -16 | 7 | -8 | 5 | -2 | -2 | -2
Cn1c(SCC(=O)N2CCCc3ccccc32)nnc1-c1c[nH]c2ccccc12 | -6 | -12 | -0.2 | 0 | 12 | -11 | 11 | x | 6 | -7
COc1cc(O)c(C(C)=O)cc1OC | 7 | 2 | 0.0 | 5 | -2 | -6 | -1 | x | -1 | -1
CC1Cc2ccccc2N1C(=S)NC(=O)c1ccc(Cl)cc1Cl (stereo not given) | 5 | 5 | 0.3 | -6 | -5 | -18 | -5 | 3 | -11 | -1
Cc1ccc(N(C(=O)CNC(=O)c2ccco2)C(C(=O)NC2CCCC2)c2ccncc2)cc1F (stereo not given) | 3 | 11 | -0.6 | -11 | -11 | -10 | -2 | 1 | -5 | 3
CCCn1cnc2sc(CC)cc2c1=O | 4 | 34 | 0.0 | 2 | -34 | 4 | -6 | x | -5 | 0
O=[N+]([O-])c1cccc(-c2ccc(CN3CCCCC3)o2)c1 | -4 | 33 | -0.7 | 1 | -33 | -8 | -3 | 3 | 14 | -3
CCN1C[C@@H]2[C@@H]3C(=O)N(C)C(=O)[C@@H]3[C@](CC)(C1=O)N2C(=O)c1ccc(C(C)(C)C)cc1 | -7 | 10 | 0.8 | 5 | -10 | -10 | -10 | -4 | 9 | 6
Cc1cc2nsnc2c(S(=O)(=O)NCC(=O)O)c1C | -4 | 13 | -3.6 | -6 | -13 | -10 | 4 | 0 | -3 | -2
Cc1ccc(C)c(S(=O)(=O)NNC(=O)Nc2ccccc2Cl)c1 | -9 | 5 | -1.5 | 6 | -5 | 2 | 7 | -3 | -4 | 2
CC(C)OC(=O)CSc1nnc(-c2ccccn2)n1-c1ccccc1 | 4 | 1 | 2.3 | 10 | -1 | -13 | 2 | x | 2 | -2
COc1ccc2[nH]c(=O)c(CN(C(=O)c3cccnc3)c3ccc(C)cc3C)cc2c1 | -5 | -44 | 2.3 | 4 | 44 | -17 | -3 | -2 | 6 | -1
CCOc1ccc(S(=O)(=O)N2CCCC(C(=O)NCc3ccccn3)C2)cc1C (stereo not given) | -6 | x | 1.5 | -21 | x | 7 | 1 | -3 | 5 | 0

Looked up by compound from above, five records:
SMILES | dFosB activator | SR-BI DiI-HDL act | CDK5 p35 inh | MITF act | SR-BI DiI inh | PvdQ inh | RTF Ca sens act | Wnt act | Rtt109 HAT inh | HTR5A ag
Cc1ccc(N(C(=O)CNC(=O)c2ccco2)C(C(=O)NC2CCCC2)c2ccncc2)cc1F (stereo not given) | 3 | 11 | -0.6 | -11 | -11 | -10 | -2 | 1 | -5 | 3
CCOc1ccc(S(=O)(=O)N2CCCC(C(=O)NCc3ccccn3)C2)cc1C (stereo not given) | -6 | x | 1.5 | -21 | x | 7 | 1 | -3 | 5 | 0
CC1Cc2ccccc2N1C(=S)NC(=O)c1ccc(Cl)cc1Cl (stereo not given) | 5 | 5 | 0.3 | -6 | -5 | -18 | -5 | 3 | -11 | -1
COc1ccc2[nH]c(=O)c(CN(C(=O)c3cccnc3)c3ccc(C)cc3C)cc2c1 | -5 | -44 | 2.3 | 4 | 44 | -17 | -3 | -2 | 6 | -1
O=C(COC(=O)/C=C/c1cccc(C(F)(F)F)c1)NC(=O)NC1CCCC1 | -7 | 17 | -0.7 | -10 | -17 | -8 | -16 | -1 | -2 | 2

Screens as filed in PubChem BioAssay.
